Screening data deposited in PubChem BioAssay by several laboratories.
M4 antag = CHRM4 antagonism in calcium assay. actives 0.73% (n = 360,000). inhibition, % at 3 µM. CHO-hM4 cells, ACh EC80, Fluo-8 calcium fluorescence;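 active means inhibition above its plate's cutoff, the mean inhibition of sample wells plus 3 SD, cut at about 27% in these data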;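 further: 0% = acetylcholine EC80 with DMSO and 100% = DMSO without agonist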
Target sequence (P08173 whole entry, looked up): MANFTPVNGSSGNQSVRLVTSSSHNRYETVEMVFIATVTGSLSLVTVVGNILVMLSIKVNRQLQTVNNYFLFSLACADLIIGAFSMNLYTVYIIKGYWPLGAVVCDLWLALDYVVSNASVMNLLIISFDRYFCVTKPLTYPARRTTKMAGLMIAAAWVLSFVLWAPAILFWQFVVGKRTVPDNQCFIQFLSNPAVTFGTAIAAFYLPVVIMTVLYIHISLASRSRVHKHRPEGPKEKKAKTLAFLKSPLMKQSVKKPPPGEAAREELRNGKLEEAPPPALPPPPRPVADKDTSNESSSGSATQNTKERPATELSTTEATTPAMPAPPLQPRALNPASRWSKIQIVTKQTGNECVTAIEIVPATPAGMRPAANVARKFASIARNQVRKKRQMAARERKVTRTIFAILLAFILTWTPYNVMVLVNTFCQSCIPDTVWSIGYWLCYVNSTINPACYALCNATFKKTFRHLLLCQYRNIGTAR
M5 PAM = potentiates acetylcholine response at human M5 receptor; CHO-K1 hM5, Fluo-8 calcium, ACh EC20 PAM; 0% = ACh EC20, 100% = ACh EC100; P08912; actives 0.3% (n = 360,000); AID 624038; activation, % at 3 µM;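 active means activation above the run cutoff, the mean activation of all test compounds plus 3 SD, cut at about 18% in these data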
Target sequence (P08912 whole entry, looked up): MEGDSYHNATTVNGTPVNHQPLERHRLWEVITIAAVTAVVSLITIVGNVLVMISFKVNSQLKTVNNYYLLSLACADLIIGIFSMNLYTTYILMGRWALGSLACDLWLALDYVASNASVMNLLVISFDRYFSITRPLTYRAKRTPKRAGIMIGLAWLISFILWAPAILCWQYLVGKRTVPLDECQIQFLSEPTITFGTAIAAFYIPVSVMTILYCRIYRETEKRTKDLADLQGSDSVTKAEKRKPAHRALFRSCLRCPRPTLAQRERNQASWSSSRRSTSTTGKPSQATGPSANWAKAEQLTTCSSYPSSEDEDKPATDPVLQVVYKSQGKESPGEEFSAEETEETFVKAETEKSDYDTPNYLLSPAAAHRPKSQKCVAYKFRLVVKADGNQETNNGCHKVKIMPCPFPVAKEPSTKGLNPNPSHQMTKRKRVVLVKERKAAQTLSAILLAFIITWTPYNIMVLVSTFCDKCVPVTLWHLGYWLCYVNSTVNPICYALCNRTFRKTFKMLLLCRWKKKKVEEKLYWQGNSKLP
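Measured by: Fluo-8 calcium fluorescence; material: human M5 receptor in CHO-K1 cells; schedule: Post-acetylcholine fluorescence recording 140 s; benchmarks: low control EC20 acetylcholine (0%), high control EC100 acetylcholine (100%); read-out: Max/basal fluorescence ratio as % of EC20–EC100 ACh window; compound: single dose, 3 µM nominal final test concentration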
IDE cell inh = inhibitors of human insulin-degrading enzyme in cells; P14735; HEK cells, FAbetaB cleavage, fluorescence polarization; inhibition, % at 5.59 µM; actives 0.41% (n = 320,000);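 active means percent inhibition above the average of all tested compounds plus 3 SD, set per screening campaign, cut at about 16% in these data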;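 further: IDE supplied by intact live HEK cells; FP after avidin binding of uncleaved biotin substrate so inhibition keeps polarization high; 0% = DMSO wells and 100% = 60 µM reference IDE inhibitor Ii1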
CHRM5 antagonist = antagonists of human muscarinic M5 receptor (CHRM5); CHO-hM5 cells, Fluo-8 calcium fluorescence, ACh EC80; inhibition, % at 3 µM; actives 0.59% (n = 360,000); AID 624040;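 active means inhibition above a per-plate cutoff, the mean of that plate's test compounds plus 3 SD, cut at about 27% in these data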;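 further: 0% = acetylcholine EC80 with DMSO and 100% = DMSO without agonist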
M5 ag = agonists of human muscarinic M5 receptor (CHRM5); P08912; CHO-K1 hM5 cells, Fluo-8 calcium fluorescence; 0% DMSO wells, 100% maximal acetylcholine response; activation, % at 3 µM; actives 0.19% (n = 360,000); AID 624037;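 active means activation above the run's mean over test compounds plus 3 SD, cut at about 23% in these data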;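 further: signal is peak over basal fluorescence ratio across the kinetic read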
CRFBP-R2 block = antagonists of CRF-binding protein/CRF-R2 receptor complex | HEK293 CRF-R2/CRF-BP, CRF-induced calcium fluorescence | inhibition, % at 11.8 µM | actives 0.59% (n = 350,000);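 active means inhibition of the ligand-induced calcium signal above about 50% at the single tested concentration, limit read from the data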
CHRM4 PAM = potentiates acetylcholine response at human M4 receptor; P08173; CHO-K1 hM4/Gqi5, Fluo-8 calcium fluorescence, ACh EC20; 0% = ACh EC20, 100% = maximal ACh; activation, % at 3 µM; actives 0.4% (n = 360,000); AID 624126;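 active means activation above its plate's cutoff, the mean activation of sample wells plus 3 SD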; further: some results filed as inactive read as strong as hits
CRFBP-R2 agonist = CRF-BP/CRF-R2 complex agonism; actives 0.46% (n = 350,000); activation, % at 13.2 µM; HEK293 CRF-R2/CRF-BP, calcium dye fluorescence (FLIPR); percent of saturating CRF peptide response; AID 588473;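 active means activation of at least 50%, plus an integration ratio under a set limit after plate pattern correction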;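 further: plate controls were neutral control wells without compound for no effect and CRF at EC100 for full effect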
CHRM4 agonist = agonists of human muscarinic M4 receptor (CHRM4); activation, % at 3 µM; P08173; CHO-K1 hM4/Gqi5, Fluo-8 calcium fluorescence; vehicle 0%, full acetylcholine response 100%; actives 0.14% (n = 360,000); AID 624127;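 active means activation above the run mean over all test wells plus 3 SD, cut at about 32% in these data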;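 further: peak over basal fluorescence ratio per well then scaled between controls; 0% = DMSO wells and 100% = acetylcholine at EC100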
The depositor's hits bear a star; x = no result given.

The opening 3 entries (preview)
SMILES | M4 antag | M5 PAM | IDE cell inh | CHRM5 antagonist | M5 ag | CRFBP-R2 block | CHRM4 PAM | CRFBP-R2 agonist | CHRM4 agonist
CCCCCOc1ccc(C(=O)C(c2ccccc2)N2CCOCC2)cc1 (configuration not stated) | -10 | 0 | 8 | 2 | -10 | 7 | 1 | 1.6 | 0
CC1Cc2ccccc2N1C(=O)CSc1nncs1 (configuration not stated) | -7 | -3 | -3 | -2 | 1 | 2 | 6 | 0.4 | 2
COC(=O)C1(C)CCCC2(C)C3CCC(C(C)C)C(CO)C3C(CO)CC12 (configuration not stated) | 29* | -23 | x | 24 | 7 | -16 | -12 | 4.6 | 22

This part in full, from the first entry:
SMILES | M4 antag | M5 PAM | IDE cell inh | CHRM5 antagonist | M5 ag | CRFBP-R2 block | CHRM4 PAM | CRFBP-R2 agonist | CHRM4 agonist
CCCCCOc1ccc(C(=O)C(c2ccccc2)N2CCOCC2)cc1 (configuration not stated) | -10 | 0 | 8 | 2 | -10 | 7 | 1 | 1.6 | 0
CC1Cc2ccccc2N1C(=O)CSc1nncs1 (configuration not stated) | -7 | -3 | -3 | -2 | 1 | 2 | 6 | 0.4 | 2
COC(=O)C1(C)CCCC2(C)C3CCC(C(C)C)C(CO)C3C(CO)CC12 (configuration not stated) | 29* | -23 | x | 24 | 7 | -16 | -12 | 4.6 | 22
CC1CCc2c(sc(NC(=O)CCCn3cnc([N+](=O)[O-])n3)c2C(N)=O)C1 (configuration not stated) | 1 | 6 | -2 | 7 | -9 | -8 | -2 | -1.4 | 2
Cc1cccc(CN2CCN(CC(=O)NCCCN3CCCC3=O)C2=O)c1 | -3 | -4 | -2 | -11 | 0 | -1 | 4 | 3.6 | 1
COc1cc(CNC(C)C23CC4CC(CC(C4)C2)C3)ccc1OCC(=O)NC(C)(C)C (configuration not stated) | 7 | -6 | -2 | 8 | -5 | -14 | -17 | 5.8 | 8
Cn1cnc2cc(NCc3ccc(Cl)cc3)ccc21 | 1 | 2 | -5 | -3 | -20 | -8 | -9 | -2.8 | 2
CC(C)(C)NC(=O)c1ccc2c(c1)N(CC(=O)N1CCCCC1)C(=O)C(C)(C)O2 | 5 | 7 | 3 | -1 | 0 | -2 | 4 | 0.5 | 1
COc1ccc(-c2ccnc3[nH]n(-c4ccccc4)c(=O)c23)cc1 | -7 | 2 | 7 | -3 | 5 | 7 | 0 | 1.5 | 1
COC(=O)CCC(=O)NNC(=O)C1CC1(c1ccccc1)c1ccccc1 (configuration not stated) | 6 | 7 | -1 | 3 | 0 | 3 | -2 | 1.5 | 0
COCCn1c(=S)[nH]c2cc(C(=O)NCCCN3CCOCC3)ccc2c1=O | 0 | 1 | 7 | -8 | -2 | 2 | 5 | -0.3 | 1
CCCc1cc(=O)[nH]c(SCC(=O)NN(c2ccccc2)c2ccccc2)n1 | -15 | -1 | -2 | -2 | -8 | 17 | 5 | -4.4 | 1
N#Cc1c(NC(=O)c2cc(-n3cnnc3)ccc2Cl)sc2c1CCCC2 | 2 | -6 | -5 | 4 | 3 | 4 | -5 | -1.4 | 6
Cn1c(N)c(C(=O)CN2CCN(S(=O)(=O)c3ccccc3C#N)CC2)c(=O)n(C)c1=O | -5 | 6 | x | -4 | -1 | -12 | 3 | -1.5 | 0
COC(=O)c1ccc(CN2CCCC(CCC(=O)NCc3ccc(C)o3)C2)cc1 (configuration not stated) | 59* | 1 | -1 | 8 | -11 | -4 | -20 | 0.8 | 0
CCOC(=O)c1sc2nc(C)n(N)c(=O)c2c1C | -11 | 7 | -2 | -5 | 2 | -19 | 4 | -0.5 | 1
Cc1ccc(C)c(C(=O)c2c(C)nc3sccn23)c1 | 3 | -2 | 1 | 1 | -7 | 9 | 1 | -1.2 | 0
CCC1C(=O)N=C(SCC(=O)Nc2ccc(S(N)(=O)=O)cc2)NC1=O (configuration not stated) | 1 | 7 | -1 | -2 | 2 | 8 | 3 | -0.7 | 1
O=C(NCC(=O)N(c1cccc(F)c1)C(C(=O)NC1CCCC1)c1ccncc1)c1ccco1 (configuration not stated) | -11 | 5 | 7 | 4 | -4 | 11 | -4 | -1.0 | 1
COc1cccc(/C=N/Nc2ncccc2[N+](=O)[O-])c1OC | -13 | 10 | 1 | -7 | 2 | 2 | 7 | -1.7 | 1
O=C(Nc1ccccc1)/C(=C/c1cccnc1)NC(=O)c1ccccc1 | 1 | -2 | 8 | 6 | -3 | 4 | 5 | 0.2 | 2
O=C(OCc1cn([C@H]2C[C@H](c3ccccc3)N(CC3CCCCC3)C[C@@H]2O)nn1)c1ccccc1 | 2 | -4 | x | -5 | 0 | -5 | 0 | 1.2 | -1
CCOC(=O)c1[nH]c(C)c(CN(CCc2ccc(OC)c(OC)c2)C(=O)CCCC(=O)O)c1C | -8 | -4 | 7 | 6 | -5 | 0 | 0 | -1.4 | 1
CCCCNC(=O)CN1CCN(Cc2ccc3cc(OC)ccc3c2)CC1 | 12 | -3 | -8 | 17 | -4 | 7 | -4 | 1.0 | 4
CCOC(=O)N1CCC(=NNc2ccnc3cc(Cl)ccc23)CC1 | 0 | -10 | 9 | 22 | 0 | -17 | -11 | -1.8 | 7
Cc1cc(N/N=C/c2ccc(N(C)C)cc2)nc(NCc2ccccc2)n1 | 6 | 1 | -1 | 2 | 1 | -3 | -6 | 1.0 | 0
CCc1nc(NCCO)c(C#N)c2c1CSC(C)(C)C2 | -3 | -8 | -6 | 13 | 1 | -2 | -14 | 5.7 | 11
Cn1c(C(O)C(O)c2ccccc2)nc2ccccc21 (configuration not stated) | 0 | -9 | 6 | 9 | 1 | 0 | -8 | -1.0 | 13
CN(C)C(=O)c1ccc(NC(=O)COC(=O)C2CCN(S(=O)(=O)c3ccc4c(c3)OCCO4)CC2)cc1 | 1 | -4 | -3 | -10 | 1 | -12 | 1 | -1.4 | 3
COc1ccc(S(=O)(=O)N2CCCCC2)cc1NC(=O)Cn1c(=O)cnc2ccccc21 | -2 | 2 | 6 | -10 | -1 | -12 | 4 | -0.2 | 4
Cn1c(N2CCOCC2)c(C=O)c2ccccc21 | -1 | -3 | 0 | 7 | -3 | -2 | 3 | -2.0 | 1
CCc1ccc(/C=C2/Sc3ccccc3N(CC(=O)NCCCN3CCOCC3)C2=O)cc1 | -7 | -11 | 1 | 3 | -1 | -7 | -12 | 0.7 | 16
O=C(CCN1C(=O)c2ccccc2C1=O)N1CCOCC1 | 2 | -6 | -1 | -6 | -5 | 1 | 3 | -1.1 | 0
COc1ccc2cc3cc(C(=O)N(C)C4CCCCC4)oc3nc2c1 | -17 | 2 | 4 | -6 | -2 | -16 | 5 | -0.9 | 2
O=C(Nc1ccc(Oc2ccccc2)nc1)C1CCN(Cc2ccco2)CC1 | 5 | 4 | -2 | -8 | -2 | -6 | -7 | 10 | 2
Cn1c(=O)n(Cc2ccco2)c(=N)c2c3c(sc21)CCC3 | -5 | -2 | 1 | 5 | -2 | 42 | 2 | -0.9 | -1
C/C(=N\O)C(C)(C)Nc1ccc(Cl)cc1 | 8 | 3 | 3 | 3 | 1 | 5 | 1 | -5.6 | 0
O=C(COc1ccc2ccccc2c1)Nc1ccc2c3c(cccc13)CC2 | -3 | 9 | 2 | -8 | 3 | -7 | 10 | 0.8 | 5
O=C(COc1ccc(Cl)cc1)Nc1nnc(C2=COCCO2)o1 | -5 | 1 | 4 | 9 | -2 | -10 | 12 | -1.4 | 2
CC(C)[C@H](NC(=O)c1ccccc1)C(=O)OCc1nc2scc(-c3ccccc3)c2c(=O)[nH]1 | 1 | -17 | 1 | 7 | 4 | 3 | -14 | 2.3 | 16
Cc1ccc(C)c(S(=O)(=O)NCc2ccc(C(=O)N3CCCCCC3)cc2)c1 | -10 | -8 | 7 | -3 | 3 | -4 | -3 | -2.1 | 11
COc1cccc(C(=O)N2C(C(=O)O)CSC2c2ccccc2Cl)c1 (configuration not stated) | -5 | 5 | 1 | -2 | 1 | 29 | 11 | -0.1 | 1
CC(C)COc1ccc(C(=O)OCCN2CCOCC2)cc1 | 3 | -2 | x | 7 | -3 | -3 | 2 | 5.3 | 3
Cc1ccc(NC(=O)COC(=O)C2CCN(c3ccc(C(F)(F)F)cn3)CC2)cc1 | -3 | 8 | 0 | 0 | -4 | 9 | 11 | 0.9 | 0
CNc1cc([N+](=O)[O-])ccc1N/C=C/C(=O)c1cccs1 | 2 | -7 | 0 | -9 | -5 | 1 | -4 | -0.8 | 1
CC(=O)c1c(C)[nH]c(C(=O)Nc2ccc(C)c(S(=O)(=O)Nc3ccc(C)cc3C)c2)c1C | 2 | -10 | -1 | 17 | -4 | -7 | -15 | 2.3 | 9
CCOC(=O)N1CCN(C(=O)C2CC(c3ccccc3OC)=NO2)CC1 (configuration not stated) | 12 | -5 | 4 | 8 | 0 | 1 | -5 | -0.6 | -1
O=C(/C=C/c1ccco1)NC(=S)Nc1cc(-c2nc3ccccc3s2)ccc1Cl | -3 | -3 | -1 | 2 | -1 | 2 | 9 | 5.3 | 1
Cc1nc(-c2ccc(Cl)cc2)sc1C1(C)CC(c2c(Cl)cccc2Cl)=NO1 (configuration not stated) | -1 | -2 | -1 | 5 | 2 | 6 | -6 | 4.9 | 1
c1ccc2c(c1)nc(N1CCOCC1)c1c3ccccc3[nH]c21 | 4 | 2 | 2 | 4 | -1 | -103 | -4 | 0.4 | -2
COc1cccc(N2CCN(C(c3ccccn3)c3nnnn3C(C)(C)C)CC2)c1 (configuration not stated) | 1 | 5 | 2 | -3 | 0 | -19 | 1 | -0.6 | 0
O=C(O)CCCn1cc(NC(=O)c2ccco2)cn1 | -5 | 4 | 1 | -24 | 1 | -5 | 3 | -3.0 | 0
CCOC(=O)c1ccc(-c2ccc(N3C(c4cccc(OC)c4)=Cc4ccc(F)cc4C3CC(C)=O)cc2)cc1F (configuration not stated) | -17 | 1 | x | -7 | 1 | x | 15 | x | 2
COCCCNC(=O)Cc1c(C)c2cc3c(cc2oc1=O)OC(C)(C)CC3 | 8 | -2 | -5 | 20 | -2 | -10 | 1 | 1.6 | 3
Cc1ccc(S(=O)(=O)n2cnc(C)c2)cc1 | -2 | 20* | 3 | -17 | 14 | -8 | -3 | 3.1 | 0
Nc1ccc(CSc2ccccc2)cc1 | 6 | 8 | x | -3 | 1 | 3 | 9 | 0.1 | 1
CCCc1cc(C(=O)Nc2ccc(C(=O)c3ccccc3)cc2)n(C)n1 | -2 | -14 | 19* | 10 | -1 | 8 | -7 | 0.6 | 16
Cc1ccccc1NC(=O)COc1ccc(Br)cc1C | 0 | 7 | 2 | -6 | -5 | -32 | 3 | -1.5 | -2
Cc1nn(CC(=O)NC(=O)NC2CCCC(C)C2C)c(=O)c(C#N)c1C (configuration not stated) | -9 | 4 | 1 | -9 | 1 | -10 | 0 | 0.0 | 2
CC(C)Oc1ccc(/C=C(/NC(=O)c2ccccc2)C(=O)NC(Cc2ccccc2)C(=O)O)cc1 (configuration not stated) | 4 | -5 | 1 | 16 | -1 | -5 | -4 | -0.4 | -1
COc1cc2c3nc4n(c(=O)c3n(CC(=O)N3CCCC3)c2cc1OC)CCS4 | -16 | 2 | x | 8 | -2 | 10 | 4 | -1.6 | 2

An unsorted share of the library; any-hit rate near 2.9%.
